NALP3 yeast inh: blocks the NALP3 inflammasome reconstituted in yeast; inhibition, % at 10 µM; 330,000 compounds, 0.39% hits; Yeast reconstituted NLRP3/ASC/caspase-1, beta-gal luminescence, 24 h; AID 2825;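 active = inhibition of 50% or more; inactive = inhibition below 50%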;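 also: plate controls were induced DMSO wells for no effect and uninduced yeast grown without galactose for full effect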
TIM10 inh: inhibits growth of TIM10 yeast strain; S. cerevisiae TIM10 strain growth, BacTiter-Glo luminescence, 24 h; inhibition, % at 10 µM; 330,000 compounds, 1.4% hits;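 active = inhibition of 40% or more at the single tested concentration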;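 also: wild-type TIM10 isogenic control strain grown at permissive 25 °C; 0% = DMSO yeast wells and 100% = minimal medium wells without yeast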
tim23-1 inh: growth inhibitors of tim23-1 mutant yeast | S. cerevisiae tim23-1 growth, BacTiter-Glo luminescence, 24 h | inhibition, % at 20 µM | 330,000 compounds, 1.3% hits;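 active = growth inhibition of the mutant yeast at or above 50%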;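 also: temperature-sensitive mutant grown at 25 °C; plate controls were DMSO-treated mutant yeast for no effect and medium wells lacking yeast for full effect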
tim10-1 inh: growth inhibitors of tim10-1 mutant yeast; S. cerevisiae tim10-1 ts strain growth, BacTiter-Glo, 24 h; inhibition, % at 20 µM; 330,000 compounds, 2.2% hits; AID 463190;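 active = inhibition of at least 40%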;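 also: mutant grown at 25 °C; 0% = DMSO wells with yeast and 100% = wells holding no yeast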
GRIN3A LBD mod: NR3A (human) ligand-binding domain modulation; NR3A LBD differential scanning fluorimetry, Tm shift; 0% = protein alone, 100% = glycine-bound protein; Tm shift relative to glycine control, % at 25 µM; 340,000 compounds, 2.5% hits; AID 1259313;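 active = melting temperature shift of at least 10% of the positive control shift, at one fixed dose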
APJ antag: blocks the human apelin receptor APJ | CHO-K1 APJ beta-arrestin complementation, luminescence | inhibition, % at 20 µM | P35414 | 330,000 compounds, 0.32% hits | AID 2521;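 active = inhibition above about 40% at 20 µM, limit read from the data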;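 also: cells challenged with 10 nM apelin-13 agonist together with compound; plate controls were apelin-13 plus DMSO wells for no effect and DMSO wells lacking apelin-13 for full effect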
Target sequence (P35414 whole entry, looked up): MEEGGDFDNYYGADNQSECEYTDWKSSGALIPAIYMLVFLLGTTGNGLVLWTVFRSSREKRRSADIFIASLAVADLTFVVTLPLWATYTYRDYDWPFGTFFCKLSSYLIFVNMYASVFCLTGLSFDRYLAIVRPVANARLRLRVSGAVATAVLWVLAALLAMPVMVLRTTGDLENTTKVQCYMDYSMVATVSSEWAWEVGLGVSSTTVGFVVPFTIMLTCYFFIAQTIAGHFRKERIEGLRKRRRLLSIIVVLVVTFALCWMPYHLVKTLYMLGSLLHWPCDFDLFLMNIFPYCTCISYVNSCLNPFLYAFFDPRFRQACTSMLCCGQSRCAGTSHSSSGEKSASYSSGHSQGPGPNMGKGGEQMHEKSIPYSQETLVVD
MIN6 prolif: inducers of beta-cell replication in MIN6 cells. AID 2380. proliferation, % at 10 µM. 330,000 compounds, 0.29% hits. MIN6 cells proliferation, ATPlite luminescence, 48 h; cells starved in 0.2% serum; 100% = growth in 10% serum;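 active = compounds whose signal lies at least 3.5 SD above the mean of all wells on their plate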;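 also: 0% = DMSO-treated cells in low-serum medium and 100% = 10% serum control; some compounds called inactive have numbers as strong as hits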
MPTP block: blocks calcium-induced mitochondrial swelling | isolated mouse mitochondria, Ca2+ swelling absorbance, 30 min | inhibition, % at 10 µM | 360,000 compounds, 1.4% hits | AID 602449;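 active = inhibition of 50% or more, scaled per plate between neutral and stimulator controls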;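 also: 0% = DMSO wells given calcium and 100% = 1 mM EGTA wells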
APJ agonist: activates the human apelin receptor APJ | CHO-K1 APJ PathHunter beta-arrestin, luminescence; 0% DMSO wells, 100% apelin | activation, % at 20 µM | 330,000 compounds, 0.11% hits;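 active = activation more than six SD over the plate average, tested at 20 µM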;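 also: 0% = DMSO alone and 100% = apelin-13 at 10 nM; some results filed as inactive read as strong as hits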
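Material: engineered CHO-K1 APJ arrestin reporter cells; amount: 1000 CHO-K1 reporter cells seeded per well; incubation: compound stimulation 90 min at 25 °C, detection 60 min; signal: luminescent beta-gal fragment complementation, chemiluminescent substrate; read-out basis: APJ agonist activity; controls: DMSO-only wells as negative, 10 nM Apelin-13 as positive control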
* hit, by the source's call; / = no result given; & = joins results of further samples.

SMILES	NALP3 yeast inh	TIM10 inh	tim23-1 inh	tim10-1 inh	GRIN3A LBD mod	APJ antag	MIN6 prolif	MPTP block	APJ agonist
Cc1c(O)ccc2c(=O)c(-c3nncn3-c3ccccc3)coc12	-3	-4	-4	-6	1	7	0	-1.8	-2
Cc1cc(NC(=O)COC(=O)CCS(=O)(=O)c2ccc(C)c(C)c2)no1	6	-2	2	-4	-1	7	0	-3.0	2
Cc1ccc(C(=O)NNC(=O)c2cccc(C)c2)cc1	14	-6	-4	-13	-1	12	0	-2.3	0
CCOC(=O)c1nc2ccccc2nc1C	4	13	-1	-6	1	9	-1	0.5	0
COc1ccc(CN([C@H](CO)CC(C)C)S(=O)(=O)N(Cc2ccccc2)[C@H](CO)CC(C)C)cc1	11	13	36	20	-3	0	-6	6.8	5
CCOC(=O)c1ccc(NC(=O)Oc2cc(C)c(Cl)cc2C(C)C)cc1	36	-7	20	17	15*	-3	-3	64*	3
COc1ccc(-c2noc(CCC(=O)O)n2)cc1	11	0	8	8	0	-12	0	-0.9	1
O=C(CN(C1CC1)S(=O)(=O)c1ccc(S(=O)(=O)N2CCCCCC2)cc1)Nc1ccccc1	4	2	1	-6	-4	12	0	2.3	1
CCCCNc1c(-c2cccc(SC(C)CC)c2)nc2ccc(Cl)cn12 (stereo not given)	30	12	31	14	-16	-9	0	1.9&4.1	-1
Cc1ccccc1C(=O)NC(=S)Nc1ccc(N2CCN(C(=O)c3ccccc3)CC2)cc1	12	-9	0	-1	0	-9	-5	57*	15
Cc1noc(C)c1COc1ccc(C(=O)OCC(N)=O)cc1	12	4	-5	-10	-1	20	-3	2.1	-2
O=C(C1CCN(S(=O)(=O)c2cccnc2)CC1)N1CCN(c2cccc(Cl)c2)CC1	14	-4	16	11	-4	-3	5	-0.3	-2
CC(C)c1ccc2nc(NC(=O)C3CC3)sc2c1	-21	37	51*	26	-28	15	-2	6.3	-5
COc1ccc(NC(=O)CC2C(=O)N(c3ccccc3)C(=O)N2Cc2ccco2)cc1 (stereo not given)	15	3	7	18	-1	1	-4	-1.7	1
CN1CCCN(c2ncnc3scc(-c4ccc(F)cc4)c23)CC1	4	-3	2	13	-1	21	-2	3.2	-3
CCOc1ccc2ccccc2c1/C=N/NC(=O)CC1(C)OCCCO1	29	11	22	-5	-1	3	1	1.5	-4
CC(C)=NOCC(=O)Nn1c(COc2ccccc2)nc2ccccc2c1=O	20	-8	8	0	0	-22	-2	-0.1	-1
COc1cc(C(=O)NCc2ccccn2)ccc1OCc1c(C)noc1C	0	-11	8	14	1	6	-1	-3.0	2
CCCCOCCCNC(=O)c1ccc(OCC)cc1	15	0	14	2	0	14	-1	-0.5	-1
CC(C)c1ccc(N(C(=O)c2csnn2)C(C(=O)NC(C)(C)C)c2ccncc2)cc1 (stereo not given)	5	37	26	30	1	13	-2	1.0	1
CCCn1c(C)cc(/C=C(\C#N)C(=O)OCC(=O)NC(=O)NC(C)(C)C)c1C	25	3	16	7	-11	4	-2	2.3	3
COC(=O)c1c(NC(=O)COc2ccc(Cl)cc2)sc2c1CC(C)(C)NC2(C)C	22	46*	44	39	-3	31	-7	2.1	9
COCCN(C(=O)COC(=O)C12CC3CC(CC(Cl)(C3)C1)C2)c1c(N)n(Cc2ccccc2)c(=O)[nH]c1=O	10	11	12	7	1	13	3	-0.8	-4
O=c1c2ccccc2nc(SCc2cn3ccsc3n2)n1-c1ccccc1F	14	13	27	11	-6	7	4	0.3	-3
Cc1cccc(OCC(=O)NNC(=O)c2ccccc2OCc2c(C)noc2C)c1	15	4	19	5	2	4	-4	0.1	-6
C[C@@H]1CN([C@H](C)CO)C(=O)c2cccc(NC(=O)Nc3ccc(C(F)(F)F)cc3)c2O[C@H]1CN(C)S(=O)(=O)c1cccs1	7	1	18	17	-1	15	-6	2.3	-2
COc1ccccc1/C=C/C(=O)NCC(=O)N/N=C/c1cc(Br)ccc1OC	10	8	11	28	0	-11	-2	-4.2	-5
COc1ccc(C2Cc3ccccc3C(=O)O2)cc1 (stereo not given)	8	23	34	19	-2	17	0	0.1	-4
O=C(NN1CCOCC1)c1ccc(Cl)c(Cl)c1	14	-6	-10	-32	1	8	-2	-2.3	-4
COc1ccc(-n2cccc2/C=C2\C(=N)N3N=C(C(C)C)SC3=NC2=O)cc1	-1	7	25	40*	-9	-1	1	5.2	-6
COCCNC(=S)Nc1ccc(N2CCCCC2)cc1	16	0	-15	-15	4	20	-4	-2.2	-2
CCOC(=O)c1c(NC(=O)CN(CC)CC)sc2c1CCC2	17	14	31	33	3	11	-3	3.1	-4
O=C(CNCCc1ccccc1)N1CCc2ccccc2C1	-1	-17	10	2	-1	13	-5	-1.0	-2
CSc1cccc(NC(=O)Cc2ccccc2[N+](=O)[O-])c1	22	11	16	9	4	16	2	-1.3	-2
Cc1ccc2nc(N(CCCN(C)C)C(=O)c3sc4ccccc4c3Cl)sc2c1	17	21	23	28	-2	-17	0	0.5	-1
CC(=O)c1cccc(NC(=O)CN(c2ccc(C)cc2)S(=O)(=O)c2cccc3nonc23)c1	4	18	21	32	-6	3	-1	-1.3	2
CN(C(=O)C1CCC(=O)N(Cc2cccc(F)c2)C1)C1CCCCC1 (stereo not given)	9	1	-2	12	0	-30	-2	-1.0	-4
O=C(O)CCN(CCC(=O)O)S(=O)(=O)c1ccccc1	0	5	5	-5	-1	24	-3	1.1	-18
COc1ccc(CCN2CC(C(=O)NCCN3CCCC3=O)CCC2=O)cc1 (stereo not given)	20	-5	-7	-7	-2	4	-2	2.3	1
O=C(OC(C(=O)NCC1CCCO1)c1ccccc1F)c1ccco1 (stereo not given)	13	-1	-30	11	-2	7	-2	0.3	-2
COc1ccc(/C=N/NC(=O)C(=O)N2CCCCCC2)cc1O	6	-1	-1	3	-3	-2	5	0.0	-2
CCOc1ccc(-n2cnc3sc(C)c(C)c3c2=O)cc1	26	3	8	0	0	7	-2	1.2	0
Cc1ccccc1C(=O)NNC(=O)c1cccc([N+](=O)[O-])c1	9	-3	16	13	-1	-12	-4	-1.3	-3
O=C(C1CCN(C2CCN(Cc3ccc4c(c3)CCO4)CC2)CC1)N1CCOCC1	7	-11	8	10	-1	-16	-1	-1.6	-2
COC(=O)COc1nc(C)c(Br)c(OC)n1	10	0	-3	-6	-1	-12	-3	12	-4
CCOC(=O)C1CCN(CC(C)(C)NS(=O)(=O)c2ccc(Cl)cc2)CC1	20	-39	1	-52	-3	4	-3	0.5	-3
O=c1c2ccccc2nc2n1CCO2	13	-13	-3	-6	0	-15	-2	-0.5	-1
COc1ccc(CNC(=O)c2csc(Cc3ccccc3)n2)cc1	13	-3	38	29	-6	2	1	-0.1	-2
CCCCN(C(=O)CSc1nn(-c2ccc(F)cc2)c(=S)s1)c1c(N)n(CCCC)c(=O)[nH]c1=O	8	5	16	9	-4	4	-5	-1.0	-4
Cc1ccc(C(=O)C2CCN(S(=O)(=O)c3ccccc3C(=O)O)CC2)cc1	0	-18	12	1	0	-17	0	1.7	1
CCC1OC(=O)C(C)C(OC2C[C@@](C)(OC)C(O)C(C)O2)C(C)C(O[C@@H]2OC(C)CC(N(C)C)C2O)[C@](C)(O)CC(C)C(=NOCOCCOC)C(C)C(O)[C@]1(C)O (stereo not given in full)	16	3	8	1	0	3	-7	-3.1	-5
O=C(COC(=O)[C@@H]1CC(O)CN1S(=O)(=O)c1ccc(Cl)cc1)NC(=O)NCc1ccccc1 (stereo not given in full)	3	-7	1	-2	3	7	-2	-1.5	-4
O=C(c1ccco1)N(CCO)Cc1cc2cc3c(cc2[nH]c1=O)OCO3	2	10	7	15	-1	-13	-2	-1.0	0
COc1cc(/C=C2/C(=O)ON=C2C)ccc1OCc1ccccc1F	14	31	67*	49*	1	-22	-5	-0.8	12
COc1ccc2[nH]cc(CCCN3C(=O)c4ccccc4C3=O)c2c1	22	12	22	19	-4	1	2	1.3	0
COCc1cc(Sc2c(Cl)cccc2Cl)nc(-c2ccccc2)n1	24	-7	12	-4	-2	17	-4	7.2	-1
O=C(N/N=C/c1cc2c(cc1Cl)OCO2)c1ccc2c(c1)OCCO2	22	14	2	-7	-1	7	1	0.1	3
CCOc1ccc(NC(=O)CCNC(=O)C2CCN(S(=O)(=O)c3ccccc3)CC2)cc1	4	-1	6	-6	3	20	-2	-1.4	-4
COc1ccc(CCNC(=O)C(=O)NN=C2CCCCCCC2)cc1OC	-16	19	4	8	0	1	2	2.4	3
O=C(NCC(=O)N(CC1CCCO1)C(C(=O)NC1CCCCC1)c1cccnc1)c1cccs1 (stereo not given)	21	11	1	21	-1	7	-2	-1.1	-4

The list goes on.
SMILES	NALP3 yeast inh	TIM10 inh	tim23-1 inh	tim10-1 inh	GRIN3A LBD mod	APJ antag	MIN6 prolif	MPTP block	APJ agonist
CC(Oc1ccc(F)cc1)c1ccnc2nc(/N=C/N(C)C)nn12 (stereo not given)	6	-17	-2	-12	0	-7	0	1.6	-2
CNC(=S)N(CCc1ccccc1)Cc1cc2cc(OC)c(OC)cc2[nH]c1=O	2	1	13	0	-4	-6	-3	-1.1	0
COc1ccc(OC)c(-c2csc(N3CCC(c4ccccc4)CC3)n2)c1	-2	16	20	2	2	-1	-4	-3.8	-1
CC(C)Cn1c(=O)c2ccccc2n2c(CCC(=O)O)nnc12	-1	9	2	1	0	16	-1	0.0	-1
COc1cccc(-c2csc(N3CCN(Cc4ccccc4)CC3)n2)c1	3	13	26	37	0	-2	-3	3.9	-1
COc1cc(NC(=O)c2cccs2)ccc1NC(=O)Cc1ccccc1	13	17	49	-16	-4	11	-1	1.3	1
Cc1cc(NS(=O)(=O)c2ccc(NC(=O)c3cc(-c4cccnc4)nc4ccc(Cl)cc34)cc2)no1	12	5	-4	9	7	-1	-3	-2.0	-5
Cc1cc(OC(=O)c2c(Cl)cccc2Cl)nc(C)n1	11	-1	23	35	-2	6	-2	-1.4	-2
COc1ccc2oc(C(=O)OCC(=O)N(C)CC(=O)Nc3ccc(C)cc3)c(C)c2c1	21	-7	19	9	-4	20	-1	-2.5	-1
COc1cccc(OC)c1C(=O)Nc1ccc2c(c1)Cc1ccccc1-2	21	-6	-5	-15	-3	-7	2	-2.5	-1
NC(=O)C(CC(=O)O)NC(=O)[C@@H]1CCCNc2c(I)cc([N+](=O)[O-])cc2C(=O)N[C@@H](CO)C(=O)N[C@@H](Cc2ccc(O)cc2)C(=O)N1 (stereo not given in full)	7	8	8	12	-1	-57	2	0.5	-1
O=C(NC1CC(=O)N(c2ccc(Cl)cc2)C1)C1CC1 (stereo not given)	4	-7	-14	-5	/	2	2	0.8	-5
CCCc1cc(=O)[nH]c(SCC(=O)N2CCC(C)CC2)n1	-10	5	9	13	0	-19	-1	-0.2	-2
CN(C)c1nc(N(C)C)nc(N(C#N)Cc2ccc(Cl)cc2)n1	6	33	10	3	-2	-2	-3	-0.1	-7
Cc1cc(C)c(CN2CCN(C(=O)Cn3ccc(NC(=O)OCc4ccccc4)nc3=O)CC2)c(C)c1	8	15	8	4	-6	-6	-6	7.3	-4

3 entries from above, ordered by length of the SMILES, lowest first.
SMILES	NALP3 yeast inh	TIM10 inh	tim23-1 inh	tim10-1 inh	GRIN3A LBD mod	APJ antag	MIN6 prolif	MPTP block	APJ agonist
CC(Oc1ccc(F)cc1)c1ccnc2nc(/N=C/N(C)C)nn12 (stereo not given)	6	-17	-2	-12	0	-7	0	1.6	-2
COc1ccc2oc(C(=O)OCC(=O)N(C)CC(=O)Nc3ccc(C)cc3)c(C)c2c1	21	-7	19	9	-4	20	-1	-2.5	-1
Cc1cc(C)c(CN2CCN(C(=O)Cn3ccc(NC(=O)OCc4ccccc4)nc3=O)CC2)c(C)c1	8	15	8	4	-6	-6	-6	7.3	-4
